Assay outcomes as filed in PubChem.
AGP1 TOR yeast = modulators of AGP1-GFP expression in yeast TOR pathway, primary screen, cell-based, multiplex flow cytometry, S. cerevisiae, MLPCN library; GFP response vs DMSO, % at 10 µM; 3 h; GFP as percent of DMSO wells; hit rate 0.02% among 320,000; AID 2066, 2009;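 active = GFP response relative to DMSO above a set limit, near screen average plus 3 SD, cut at about 150% in these data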;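 also: median GFP channel fluorescence of the gated AGP1 strain per well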
LAP4 TOR yeast = modulators of LAP4-GFP expression in yeast, primary screen, S. cerevisiae, multiplex flow cytometry, MLPCN library; 3 h; median GFP as percent of DMSO wells; GFP response vs DMSO, % at 10 µM; hit rate 0.34% among 320,000; AID 2023, 2009;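 active = GFP response vs DMSO above a set limit, about the screen mean plus 3 SD, cut at about 150% in these data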
CIT2-GFP yeast = modulators of CIT2-GFP expression in yeast, primary screen, S. cerevisiae, GFP fusion, multiplex flow cytometry, MLPCN library. hit rate 0.065% among 320,000. S. cerevisiae CIT2-GFP strain, 3 h; 100 means same as DMSO wells. GFP response vs DMSO, % at 10 µM. AID 2029, 2009;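 active = GFP response relative to DMSO above a set limit, near the screen mean plus 3 SD, cut at about 150% in these data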;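 also: ratio of well median GFP fluorescence to mean of DMSO wells on the plate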
GRK2 inh = compounds blocking aptamer binding on GRK2 – biochemical, human GRK2, bead flow cytometry, HTS, primary screen; hit rate 0.59% among 330,000; inhibition of aptamer binding, % at 10 µM; AID 488847, 2010; FAM-aptamer displacement from GRK2; Beta-adrenergic receptor kinase 1 (Homo sapiens), P25098;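 active = inhibition of aptamer binding above 40%, roughly 3 SD of noise, on plates passing a quality check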;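 also: median bead fluorescence of bound FAM aptamer so fluorescent compounds give negative values; no value below 0 was filed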
Target sequence (P25098 whole entry, looked up): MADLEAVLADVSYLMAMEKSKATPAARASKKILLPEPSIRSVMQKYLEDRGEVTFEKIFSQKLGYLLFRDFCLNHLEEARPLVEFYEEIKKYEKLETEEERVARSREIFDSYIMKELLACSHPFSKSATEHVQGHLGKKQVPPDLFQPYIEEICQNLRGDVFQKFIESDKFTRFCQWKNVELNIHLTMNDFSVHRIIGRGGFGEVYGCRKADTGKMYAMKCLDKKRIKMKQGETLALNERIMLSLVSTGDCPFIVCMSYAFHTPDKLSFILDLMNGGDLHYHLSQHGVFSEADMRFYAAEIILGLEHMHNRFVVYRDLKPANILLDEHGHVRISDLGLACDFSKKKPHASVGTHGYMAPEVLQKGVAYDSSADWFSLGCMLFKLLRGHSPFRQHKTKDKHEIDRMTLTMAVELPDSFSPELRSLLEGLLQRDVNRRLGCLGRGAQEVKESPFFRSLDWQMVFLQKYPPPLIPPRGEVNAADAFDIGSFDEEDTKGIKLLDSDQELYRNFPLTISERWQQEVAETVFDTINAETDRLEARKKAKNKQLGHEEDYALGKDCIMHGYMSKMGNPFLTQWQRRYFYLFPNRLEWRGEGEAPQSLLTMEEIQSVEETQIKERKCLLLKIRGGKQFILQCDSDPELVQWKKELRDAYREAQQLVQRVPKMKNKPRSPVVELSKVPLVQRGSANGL
VLA-4 inh = inhibition in human VLA-4 binding assay, primary screen, VLA-4 allosteric modulator project, MLPCN library, flow cytometry, VLA-4 expressing cells. inhibition, % (about 7 µM as worked out from the volumes in the protocol). ligand binding flow cytometry. Integrin alpha-4 (Homo sapiens), P13612. hit rate 0.2% among 330,000; in the data active = inhibition above about 50%
RPL19A TOR yeast = RPL19A-GFP expression modulators in yeast, primary screen, cell-based, S. cerevisiae, multiplex flow cytometry, MLPCN | S. cerevisiae RPL19A-GFP strain, 3 h; active compounds read low | percent response vs DMSO, % at 10 µM | hit rate 0.3% among 330,000;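 active = percent response vs DMSO below 50%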;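 also: median channel GFP fluorescence of the barcoded RPL19A-GFP strain; ratio of sample median GFP to plate DMSO average so 100% = DMSO; lower means less RPL19A-GFP as with rapamycin TOR inhibition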
JMJD2C inh = inhibitors of GASC-1 histone demethylase, primary screen, biochemical, fluorescence, DELFIA europium; GST-JMJD2C(1-420) H3K9me3 demethylation; hit rate 0.069% among 330,000; inhibition, % at 2.35 µM;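 active = more than half of a compound's replicate wells show inhibition beyond 50%, single wells judged on their own value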;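 also: signal counts dimethyl H3K9 product captured on neutravidin plate; 0% = median of DMSO wells and 100% = 0.3 times that DMSO median; strong numbers were not always called active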
MEP2 TOR yeast = modulators of MEP2-GFP levels in yeast, primary screen, S. cerevisiae, multiplex flow cytometry, MLPCN library | S. cerevisiae MEP2-GFP strain, 3 h; 100% = DMSO control level | GFP response vs DMSO, % at 10 µM | hit rate 0.51% among 330,000 | AID 2016, 2009;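 active = GFP response versus DMSO above a set limit, roughly screen mean plus 3 SD, cut at about 180% in these data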;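 also: median GFP fluorescence of the barcode-gated MEP2-GFP cells per well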
* hit, by the source's call; / = not tested or not shown.

Second line of a record: MEP2 TOR yeast	GRK2 inh	LAP4 TOR yeast	JMJD2C inh	VLA-4 inh	RPL19A TOR yeast	AGP1 TOR yeast	CIT2-GFP yeast
#1 CC(C)(C)NC(=O)NC(=O)COC(=O)c1ccco1
    110	4	97	-22	3	93	95	97
#2 Cc1cc(C)cc(NC(=O)COC(=O)CCC2CCCC2)c1
    99	3	101	/	6	95	96	93
#3 CS(=O)(=O)Nc1ccc(S(=O)(=O)N2CCOCC2)cc1
    100	3	93	-1	3	95	95	99
#4 Cc1nnc(N2CCCCC2)c2ccccc12
    108	2	120	3	11	107	111	112
#5 O=C(Nc1ccc2c(c1)OCCO2)C1CCCN1S(=O)(=O)c1ccc(Cl)cc1 (stereo unspecified)
    101	0	92	6	34	99	103	98
#6 CC(C)Oc1ccc(/C=C(/NC(=O)c2ccccc2)C(=O)NCCC(=O)O)cc1
    94	4	99	8	3	93	97	96
#7 CC(C)(C)NC(=O)NC(=O)COC(=O)COc1ccc2c(c1)CCC2
    99	0	95	-10	15	99	98	90
#8 CCN1C(=NCCCCO)N[C@@H](c2cccc(C(F)(F)F)c2)C(C(=O)OC)=C1C
    95	3	112	-4	35	96	78	68
#9 CCOC(=O)CSC1=NN2CCS(=O)(=O)N=C2S1
    98	1	115	4	-16	97	100	96
#10 CC(OC(=O)C1=Cc2ccccc2OC1)C(=O)NCc1ccco1 (stereo unspecified)
    109	0	123	-3	13	98	100	105

Later entries.
Second line of a record: MEP2 TOR yeast	GRK2 inh	LAP4 TOR yeast	JMJD2C inh	VLA-4 inh	RPL19A TOR yeast	AGP1 TOR yeast	CIT2-GFP yeast
#11 CC(NC(=O)CN1CCN(S(=O)(=O)c2ccc(Br)cc2)CC1)c1ccccc1 (stereo unspecified)
    96	3	108	7	-1	95	107	80
#12 COCC(C)NCc1cccc(OC)c1OC (stereo unspecified)
    99	1	94	28	-1	98	99	99
#13 CCC[C@@H](O)c1cc2cc(OC)c(OC)cc2c(=O)o1
    96	0	98	-4	21	98	96	97
#14 OC(c1cccc(Cl)c1)c1nccc2ccccc12 (stereo unspecified)
    101	0	89	-9	9	88	93	97
#15 Nc1ccc(C(=O)OCc2ccncc2)cc1[N+](=O)[O-]
    97	7	114	2	-5	87	80	95
#16 COCCCNCCCOc1ccc(Cl)cc1C(C)(C)C
    105	0	102	-11	12	100	108	103
#17 Cc1ccc(CNC(=O)CN(C(=O)C2(C)CC(=O)N=C3C=CC=CN32)c2ccccc2)cc1 (stereo unspecified)
    104	0	107	5	15	100	108	104
#18 COc1ccc(-c2nnc3ccc(SCC(=O)Nc4nc5ccc(C)cc5s4)nn23)cc1OC
    95	0	95	0	16	103	100	97
#19 O=C(Nc1ccccc1)N1CCCC(c2nc(-c3cccs3)no2)C1 (stereo unspecified)
    104	1	121	-5	6	96	99	98
#20 Cc1cccc(NC(=O)CSc2nnc(CN3CCOCC3)n2C)c1C
    91	4	97	0	8	103	105	100

(next part)
Second line of a record: MEP2 TOR yeast	GRK2 inh	LAP4 TOR yeast	JMJD2C inh	VLA-4 inh	RPL19A TOR yeast	AGP1 TOR yeast	CIT2-GFP yeast
#21 CCCCc1ccc(NC(=O)c2ccc(NS(C)(=O)=O)cc2)cc1
    103	0	109	3	20	104	107	97
#22 O=C(CSc1nc2ccccc2c(=O)n1NC(=O)Cc1ccccc1)NCc1ccccc1
    97	0	90	15	6	100	99	103
#23 CSc1ccccc1OCc1cc(C(=O)N2CCNC(=O)C2)no1
    100	1	103	10	5	98	98	94
#24 CC(OC(=O)Cn1cnc2c1c(=O)n(C)c(=O)n2C)C(=O)NCc1ccccc1 (stereo unspecified)
    92	3	93	-30	24	88	102	82
#25 COC(=O)c1ccc(CSC2=NCCS2)cc1
    99	0	85	5	31	100	97	102
#26 COc1ccc(/C=N/NC(=O)C2C(C=C(Cl)Cl)C2(C)C)c(OC)c1 (stereo unspecified)
    93	2	97	-26	17	93	95	87
#27 Cc1cc(NC(=O)Nc2cccc(Cl)c2)n(-c2ccccn2)n1
    111	3	107	-15	1	102	97	94
#28 Cc1ccc(NC(=O)c2ccc(COc3ccc4c(c3)CCC4)cc2)c(C)c1
    118	0	110	-5	4	111	108	119
#29 O=C(Nn1cc(C(=O)N2CCN(c3ccccc3F)CC2)c2ccccc2c1=O)c1cnccn1
    106	2	103	9	3	99	98	103
#30 CS(=O)(=O)c1ccc2nc(NC(=O)Cc3ccccc3)sc2c1
    91	0	93	7	0	101	97	89

Values by screen from the entries so far:
Nos. 20 to 25 in RPL19A TOR yeast: 103, 104, 100, 98, 88, 100

The list goes on:
Second line of a record: MEP2 TOR yeast	GRK2 inh	LAP4 TOR yeast	JMJD2C inh	VLA-4 inh	RPL19A TOR yeast	AGP1 TOR yeast	CIT2-GFP yeast
#31 COCC(=O)N/N=C/c1c(C)[nH]n(-c2ccccc2)c1=O
    99	0	101	-13	15	103	103	112
#32 CC(=O)/C(=N/Nc1cccc(C)c1)N1CCOCC1
    98	1	111	-5	30	101	88	95
#33 COc1cc(/C=C(\NC(=O)c2ccccc2)C(=O)NCC(=O)O)c([N+](=O)[O-])cc1OC
    94	2	91	-1	-4	105	100	108
#34 C[C@H]1CN([C@@H](C)CO)C(=O)c2cccc(NC(=O)Nc3ccc(C(F)(F)F)cc3)c2O[C@@H]1CN(C)C(=O)Nc1ccc(F)cc1
    94	2	94	-4	-2	98	93	85
#35 Cc1ccccc1S(=O)Cc1ccc(C(=O)NC2CCN(Cc3ccccc3)CC2)o1 (stereo unspecified)
    114	0	108	-8	4	107	110	112
#36 CCOc1ccccc1C(=O)N(Cc1ccco1)C1CCS(=O)(=O)C1 (stereo unspecified)
    100	2	98	/	4	100	101	93
#37 COC(=O)c1ccc(S(=O)(=O)N2CCCN(Cc3ccccc3)CC2)n1C
    106	1	101	-9	-4	101	101	100
#38 Cc1ccc(Cl)cc1N1CCN(c2cccc[n+]2C)CC1
    102	0	94	-12	-18	100	98	96
#39 CC(=O)Nc1ccc(NC(=O)C(C)OC(=O)c2ccc3ccccc3n2)cc1 (stereo unspecified)
    100	0	101	2	23	98	100	85
#40 COc1ccc(/C=C/C(=O)OCC(=O)NCc2ccccc2)cc1OC
    94	0	98	4	10	93	95	79

A second format for 5 compounds above:
32	CC(=O)/C(=N/Nc1cccc(C)c1)N1CCOCC1
33	COc1cc(/C=C(\NC(=O)c2ccccc2)C(=O)NCC(=O)O)c([N+](=O)[O-])cc1OC
31	COCC(=O)N/N=C/c1c(C)[nH]n(-c2ccccc2)c1=O
39	CC(=O)Nc1ccc(NC(=O)C(C)OC(=O)c2ccc3ccccc3n2)cc1 (stereo unspecified)
38	Cc1ccc(Cl)cc1N1CCN(c2cccc[n+]2C)CC1

Assay by compound,32,33,31,39,38
MEP2 TOR yeast,98,94,99,100,102
GRK2 inh,1,2,0,0,0
LAP4 TOR yeast,111,91,101,101,94
JMJD2C inh,-5,-1,-13,2,-12
VLA-4 inh,30,-4,15,23,-18
RPL19A TOR yeast,101,105,103,98,100
AGP1 TOR yeast,88,100,103,100,98
CIT2-GFP yeast,95,108,112,85,96

Only GRK2 inh and CIT2-GFP yeast, for two of the compounds above:
no.	molecule	GRK2 inh	CIT2-GFP yeast
30	CS(=O)(=O)c1ccc2nc(NC(=O)Cc3ccccc3)sc2c1	0	89
34	C[C@H]1CN([C@@H](C)CO)C(=O)c2cccc(NC(=O)Nc3ccc(C(F)(F)F)cc3)c2O[C@@H]1CN(C)C(=O)Nc1ccc(F)cc1	2	85

Additional structures
Second line of a record: MEP2 TOR yeast	GRK2 inh	LAP4 TOR yeast	JMJD2C inh	VLA-4 inh	RPL19A TOR yeast	AGP1 TOR yeast	CIT2-GFP yeast
#41 CCOC(=O)C1CCN(C(=O)c2cccc(NC(=O)C(CC)CC)c2)CC1
    107	0	98	-7	12	99	103	97
#42 Cc1nc(NC(=S)NC(=O)COc2ccc(Cl)cc2)ccc1Br
    94	4	87	-10	12	101	97	101
#43 COC(=O)CCC(=O)NNC(=O)CCCOc1ccc(Cl)cc1Cl
    105	0	96	10	4	95	101	95
#44 CCCCC(=O)OCc1c(-c2ccccc2)ncc2ccccc12
    95	1	105	11	0	96	96	98
#45 CCC(C)NC(=O)C(=O)NCc1ccncc1 (stereo unspecified)
    103	1	94	6	0	98	98	96
#46 Cc1ccccc1C(=O)Nc1ccccc1-n1cccc1
    101	0	102	-1	24	93	98	98
#47 Cc1cc2occ(CC(=O)N(C)CC(=O)Nc3ccccc3Cl)c2cc1C
    103	4	112	75	-3	100	101	94
#48 N#CC(c1ccccc1)c1ccc(C(=O)c2ccc(F)cc2)cc1 (stereo unspecified)
    117	1	116	0	0	99	/	116
#49 N#Cc1c(-c2ccco2)nc(SCC(=O)Nc2cccc(Cl)c2)[nH]c1=O
    101	5	95	10	8	98	102	103
#50 COc1ccc(OC)c(-c2cc(C(=O)N3CCN(c4ncccn4)CC3)c3ccccc3n2)c1
    100	0	102	5	95*	96	97	98
#51 Cn1c(=O)c2c(nc(NCCc3ccccc3)n2Cc2ccc(F)cc2)n(C)c1=O
    102	0	112	9	38	104	99	95
#52 COc1cccc(N2CCN(C(C)C(=O)NC34CC5CC(CC(C5)C3)C4)CC2)c1 (stereo unspecified)
    97	0	93	-5	-3	91	92	97
#53 CN(Cc1cccc2ccccc12)C(=O)c1cc(COc2c(F)cccc2F)on1
    109	0	98	-6	0	103	94	106

Single records, as listed above.
COc1ccc(OC)c(-c2cc(C(=O)N3CCN(c4ncccn4)CC3)c3ccccc3n2)c1 is entered as MEP2 TOR yeast = 100; GRK2 inh = 0; LAP4 TOR yeast = 102; JMJD2C inh = 5; VLA-4 inh = 95*; RPL19A TOR yeast = 96; AGP1 TOR yeast = 97; CIT2-GFP yeast = 98
COc1cccc(N2CCN(C(C)C(=O)NC34CC5CC(CC(C5)C3)C4)CC2)c1 (stereo unspecified) is entered as MEP2 TOR yeast = 97; GRK2 inh = 0; LAP4 TOR yeast = 93; JMJD2C inh = -5; VLA-4 inh = -3; RPL19A TOR yeast = 91; AGP1 TOR yeast = 92; CIT2-GFP yeast = 97
